C8 TRAIL sens: sensitizes caspase-8 expressing cells to TRAIL. NB7+C8 cells + TRAIL, ATPlite viability luminescence. inhibition (viability loss, TRAIL sensitization), % at 10 µM. actives 1% (n = 360,000). AID 624354;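 active = compounds causing at least 50% loss of cell viability in the single-dose screen, relative to plate controls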
KKLEB tox: CF airway cell cytotoxicity counter-screen | KKLEB CF airway cells viability, ATPlite luminescence, overnight; stronger effect = lower value; cells stimulated with P. aeruginosa culture filtrate | activity change (cytotoxicity), % at 5 µM | actives 0.36% (n = 360,000);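 active = corrected activity change at or below -50% at 5 µM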
Peg3 promoter: inhibitors of Peg3 promoter; HeLa PEG-Prom luciferase reporter, luminescence, overnight; inhibition, % at 20 µM; actives 1.7% (n = 360,000); AID 588405;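 active = inhibition of at least 50% at 20 µM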
HIF-2a inh: blocks HIF-2a reporter activity. 786-0 RCC cells HIF-2a reporter, luciferase luminescence, overnight. inhibition, % at 18.8 µM. actives 0.72% (n = 360,000);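 active = inhibition of the luminescence signal of 40% or more relative to plate controls, in a single-dose primary screen at 18.75 µM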
Shn3 3UTR inh: Schnurri-3 reporter inhibition in Clone20 osteoblasts | actives 0.52% (n = 360,000) | AID 588674 | inhibition, % at 12.5 µM | Clone20 osteoblast Shn3 3'UTR firefly luciferase, 24 h;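 active = mean inhibition of at least 75% with every replicate also reaching 75%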;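 note: 0% = median of neutral control wells and 100% = pilot-screen positive control compound; some compounds past the cut are filed as inactive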
NR2E3 ag-1: agonists of human nuclear receptor NR2E3. GST-NR2E3/biotin-RetCOR TR-FRET, 1536-well. inhibition of corepressor binding, % at 4.78 µM. actives 0.12% (n = 320,000). Q9Y5X4. AID 2300;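 active = percent inhibition above the cutoff of mean plus 3 SD of all tested compounds, set per screening campaign, cut at about 20% in these data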;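 note: 0% = DMSO wells and 100% = biotin wells as full block of FRET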
Target sequence (Q9Y5X4 whole entry, looked up): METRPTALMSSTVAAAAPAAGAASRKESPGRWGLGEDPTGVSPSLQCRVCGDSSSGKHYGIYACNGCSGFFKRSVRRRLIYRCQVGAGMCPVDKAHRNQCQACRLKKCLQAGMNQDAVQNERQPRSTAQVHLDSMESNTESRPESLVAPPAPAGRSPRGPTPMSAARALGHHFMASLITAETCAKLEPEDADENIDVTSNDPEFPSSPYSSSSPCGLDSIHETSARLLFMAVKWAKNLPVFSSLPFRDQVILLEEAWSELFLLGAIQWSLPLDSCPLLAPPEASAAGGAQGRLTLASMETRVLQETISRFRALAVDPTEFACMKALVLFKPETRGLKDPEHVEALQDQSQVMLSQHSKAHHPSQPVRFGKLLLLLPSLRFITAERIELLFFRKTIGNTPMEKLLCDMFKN
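Material: NR2E3–RetCOR corepressor complex / Amount: 1.35 nM GST-NR2E3 / Medium: Tris pH 7.5 / Compound: single nominal compound dose of 4.8 µM / Incubation: 5 h at 4 °C / Technique: TR-FRET, Eu(K)-anti-GST donor, streptavidin-D2 acceptor, ex 340, em 617/671 nm / Read-out basis: percent loss of FRET ratio relative to control wells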
TRPM1 prom inh: inhibitors of MITF-driven TRPM1 promoter in melanoma cells. SK-MEL-5 TRPM1 promoter luciferase, 24 h. inhibition, % at 12.5 µM. actives 0.83% (n = 330,000);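 active = mean inhibition across replicates of 60% or more, whatever share of single replicates reaches that level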; note: values of inactives mirror those of a sister screen read the other way
TWEAK-Fn14 inh: TWEAK-Fn14 signaling inhibition | TWEAK-stimulated Fn14 reporter cells, luciferase luminescence, 8 h | inhibition, % at 10 µM | actives 2% (n = 360,000); in the data active = inhibition above about 50%
TROY NFkB inh: inhibitors of TROY-dependent NF-kB signaling. Q293 LMP1-TROYcd NF-kB luciferase reporter, 4 h. inhibition, % at 10 µM. actives 0.98% (n = 360,000). AID 1347056;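 active = compounds whose plate-normalised and pattern-corrected inhibition of the luciferase reporter signal at the single screening dose is 50% or more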
NR2E3 ag-2: agonists of human NR2E3 nuclear receptor; CHO-S Gal4-NCOR/VP16-NR2E3 two-hybrid, luciferase; inhibition of corepressor binding, % at 3.98 µM; actives 0.35% (n = 360,000); AID 602229;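 active = inhibition above the mean of all tested compounds plus 3 SD, cut at about 70% in these data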;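 note: 0% = DMSO with NR2E3 transfected cells and 100% = cells lacking NR2E3 construct; higher means lower luciferase signal from less NR2E3 corepressor binding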
CF NFkB block: inhibitors of cystic fibrosis induced NF-kB | KKLEB NF-kB-GFP reporter, PAF-induced, GFP fluorescence overnight | inhibition, % at 5 µM | actives 0.86% (n = 360,000) | AID 588850;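 active = at least 50% inhibition at 5 µM, scaled per plate between neutral and stimulator controls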;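 note: PAF is a Pseudomonas aeruginosa culture filtrate used as stimulus; plate controls were PAF-stimulated DMSO wells for no effect and unstimulated DMSO wells for full effect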
Active calls of the source: *; · = not tested or not shown.

SMILES	C8 TRAIL sens	KKLEB tox	Peg3 promoter	HIF-2a inh	Shn3 3UTR inh	NR2E3 ag-1	TRPM1 prom inh	TWEAK-Fn14 inh	TROY NFkB inh	NR2E3 ag-2	CF NFkB block
O=C(NCc1cccs1)c1cnc2sccn2c1=O	8	1	-9	-14	2	-1	-2	-3	-16	-3	0
CCOc1ccc(NC(=O)CN(c2ccc([N+](=O)[O-])cc2)S(=O)(=O)c2ccccc2)cc1	-15	-15	48	15	-11	-2	-8	21	2	-11	9
COc1ccc(CCNC(=O)CSc2c[nH]c3ccccc23)cc1OC	-3	3	8	-4	0	1	·	-2	6	-43	4
CCOc1nc(-c2ccccc2)ncc1Oc1ccccc1	24	-10	8	-13	-18	4	·	19	-1	4	23
COc1ccc(N=Cc2c(O)cc(C)oc2=O)cc1	5	13	16	4	7	2	16	5	-34	-2	8
CC12CCC(=O)N1C(C(=O)N1CCN(S(=O)(=O)c3ccc(F)c(F)c3)CC1)CS2 (configuration not stated)	-9	11	0	10	-3	1	4	-2	-1	12	-2
COc1ccccc1NC(=O)c1nnn(CC(=O)Nc2ccccc2)c1N	-2	3	-2	-13	1	-2	-14	5	-4	-8	7
Cc1ccc2cc3c(N)c(C(=O)Nc4c(C)[nH]c(=O)[nH]c4=O)sc3nc2c1	1	15	14	7	-8	-12	14	11	-9	-25	-4
CCCNC(=O)c1csc(Nc2cccc3ccccc23)n1	-12	-5	14	12	11	1	4	0	26	-49	14
C/C(CC(=O)Nc1ccc(Cl)cc1)=N\NC(=O)C(=O)N1CCCCC1	-5	-5	-86	-120	-6	0	-31	-14	-16	-42	-3

Some of these compounds in order of their number in Peg3 promoter, descending.
| molecule | Peg3 promoter | HIF-2a inh | Shn3 3UTR inh | NR2E3 ag-1 | TRPM1 prom inh | TWEAK-Fn14 inh | NR2E3 ag-2 | CF NFkB block |
| --- | --- | --- | --- | --- | --- | --- | --- | --- |
| Cc1ccc2cc3c(N)c(C(=O)Nc4c(C)[nH]c(=O)[nH]c4=O)sc3nc2c1 | 14 | 7 | -8 | -12 | 14 | 11 | -25 | -4 |
| CCOc1nc(-c2ccccc2)ncc1Oc1ccccc1 | 8 | -13 | -18 | 4 | · | 19 | 4 | 23 |
| C/C(CC(=O)Nc1ccc(Cl)cc1)=N\NC(=O)C(=O)N1CCCCC1 | -86 | -120 | -6 | 0 | -31 | -14 | -42 | -3 |

Next entries:
SMILES	C8 TRAIL sens	KKLEB tox	Peg3 promoter	HIF-2a inh	Shn3 3UTR inh	NR2E3 ag-1	TRPM1 prom inh	TWEAK-Fn14 inh	TROY NFkB inh	NR2E3 ag-2	CF NFkB block
Cc1ccccc1-c1nc2ccccc2c(=O)n1/N=C/c1ccc([N+](=O)[O-])cc1	-4	-17	18	7	11	1	-2	-15	2	-13	18
Cc1ccc(S(=O)(=O)N(CC(=O)Nc2ccc(C(N)=O)cc2)C(=O)N2CCN(C)CC2)cc1	2	-10	1	10	-8	1	-7	-14	-8	-3	32
COCCNC(=O)C1(C)CCCN(Cc2noc(-c3ccccc3OC)n2)C1 (configuration not stated)	-15	11	11	6	-26	·	·	0	-5	-26	-11
C=CC[C@H](CC(=O)N(CCO)Cc1ccccc1)C(=O)NC[C@@H](OC(=O)[C@@H](CC=C)Cc1ccc(F)cc1)c1ccccc1	-9	-12	42	12	22	·	2	2	19	13	-6
CCc1cc[n+](C2=C([O-])c3ccccc3C(=O)/C2=N\S(=O)(=O)c2cccs2)cc1	41	-25	-20	-32	59	-2	97*	16	24	-22	74*
CSc1ccc(CN2CCC(C)(Oc3cnc(Cl)c4ccccc34)C2)cc1 (configuration not stated)	1	2	-1	13	-18	·	·	3	12	-5	-24
O=C(CSc1ccc(-c2cccnc2)nn1)N1CCCC1	-2	5	26	15	2	-5	-6	-2	-3	-10	-9
CCCCc1cc(O)c(CCCC)c(O)c1	5	5	-188	-203	-5	0	-51	-13	4	10	8
O=C(NCc1ccco1)c1c(O)c2cccc3c2n(c1=O)CCC3	0	-8	-1	16	-4	2	15	-16	·	-1	16
Cc1cccc(C(=O)Nc2ccc3c(c2)nc(C)n3C)c1	41	-4	-128	-65	-2	-1	2	59*	19	-108	5
CC(C)(C)c1nnc(NS(=O)(=O)c2ccc([N+](=O)[O-])cc2)s1	4	7	5	9	0	·	·	4	3	-10	9
O=C(c1cccc([N+](=O)[O-])c1)N1CCN(c2n[nH]c(=O)[nH]c2=O)CC1	-1	2	8	-2	4	-2	-8	-3	-1	-23	-2
NC(=O)COC(=O)CC1CC2CCC1C2 (configuration not stated)	-6	16	3	14	-9	5	-5	2	3	1	-17
O=C(Cc1ccccc1)NC(NNc1ccccc1)(C(F)(F)F)C(F)(F)F	-7	2	-2	14	13	1	13	3	7	3	1
CC(=O)c1ccc(S(=O)(=O)NCCC(=O)OC(C)C(=O)Nc2ccc(F)cc2)cc1 (configuration not stated)	-11	-6	-3	3	1	1	-1	4	-16	-3	13
CC(=O)Nc1cccc(C(=O)N2CCN(Cc3ccccc3)CC2)c1	9	3	15	9	-9	4	21	-4	-1	26	1
COc1cccc(CNC(=S)Nc2cc(C)ccc2C)c1	-9	-16	21	-4	-7	0	-3	16	10	-9	12
Cn1c(CNC(=O)c2ccc3c(c2)OCO3)nnc1SCC(=O)Nc1ccccc1Cl	5	7	-3	0	2	3	5	5	7	-16	1
O=C(CSc1nnc(-c2ccc([N+](=O)[O-])cc2)o1)Nc1ccccn1	48	0	-133	-138	-34	3	-5	-15	-37	-60	-15
O=C(N/C(=C/c1ccco1)C(=O)N1CCOCC1)c1ccc([N+](=O)[O-])cc1	1	3	4	1	2	·	1	13	21	11	-4
CCOc1ccc(NS(=O)(=O)c2ccc(C(=O)NC3CCC(O)CC3)cc2)cc1 (configuration not stated)	3	-6	-7	1	11	-4	3	11	11	32	4
CC(C)OC(=O)CCC(=O)Nc1nc2ccccc2s1	-10	5	-85	-134	2	2	-24	4	-39	-20	3
COC(=O)c1cn(NC(=O)c2cc([N+](=O)[O-])ccc2F)c(=O)c2ccccc12	32	-26	58*	4	94*	-1	-6	68*	9	91*	43
CC(=O)N1CC2(CC(c3ccccc3F)=NO2)CN1c1ccc(Cl)cc1 (configuration not stated)	8	-6	-106	-140	-101	·	·	-32	-86	-9	-8
COc1ccc(C(CCN2CCCC(C)C2)c2c(OC)cc(OC)c3c(-c4ccccc4)cc(=O)oc23)cc1 (configuration not stated)	28	-14	65*	10	13	1	42	-21	-8	13	3
CN(C)c1ccc(C(=O)OCC(=O)NCC2CCCO2)cc1 (configuration not stated)	-13	-7	-8	3	-20	-3	-2	-8	5	-13	10
COc1ccc(NC(=S)NCCc2ccc(S(N)(=O)=O)cc2)c(OC)c1	-8	3	15	11	-11	2	-4	1	11	-8	-5
CC(=O)Nc1ccc(C(=O)/C=C/c2ccc[nH]2)cc1	2	-4	-178	-111	-37	1	-41	-16	-2	-42	12
O=C(NCC(c1ccco1)N1CCCC1)c1cc2ccccc2s1 (configuration not stated)	1	11	6	-26	-6	3	-2	-7	-19	-16	-12
O=C(Nc1cccc(C(=O)O)c1)/C(=C\c1ccc2c(c1)OCO2)NC(=O)c1ccc(Br)o1	-2	-10	-85	-36	-59	-1	-9	-18	-39	-43	2
O=C(CN1CCCCC1)N/N=C/c1ccccc1Br	-15	-5	18	-3	-10	0	0	15	-2	-10	18
OCc1nnc2c3ccccc3c(-c3ccccc3)nn12	-6	7	-35	-4	2	2	-1	-4	9	1	-4
CC1(C)OC(=O)C2=C(C[C@@H](C3CCCCC3)O[C@H]2c2ccc(Cl)cc2)O1	12	-3	10	3	-6	·	·	21	11	-11	14
Nc1[nH]n2c(=O)c3c(nc2c1N=Nc1ccc(Cl)cc1)CCCC3	1	7	36	12	-19	-3	5	1	-25	-6	-7
Nc1ncc(Br)cc1S(=O)(=O)NCCC(=O)NCc1ccc(F)cc1	-31	0	-1	8	-20	3	-1	6	10	-9	16
COc1ccc(CC(=O)NCC(=O)N/N=C/c2sccc2C)cc1	-38	8	20	2	2	0	1	-2	13	-12	-4
O=Cc1ccccc1OCCN1CCCC1=O	-8	14	19	12	-10	2	-9	6	11	-21	-9
O=C(NC1CCCCC1)C1CC(=O)N(c2cccc([N+](=O)[O-])c2)C1 (configuration not stated)	-2	-1	10	18	-3	1	9	11	-11	-17	8
CC(C)CN(C(=O)CSc1n[nH]c(-c2cccs2)n1)C1CCS(=O)(=O)C1 (configuration not stated)	-4	12	-27	-43	-13	0	9	-6	-13	16	-4
Cc1ccc2c(c1)/C(=C/c1ccccc1)C(=O)N2	9	2	11	-7	-15	1	4	50	13	-11	8
N#CC1=C(N)N(c2ncn[nH]2)C2=C(C(=O)CCC2)C1c1ccccc1 (configuration not stated)	-1	4	8	10	-9	2	-4	2	-1	-5	-5
Cc1cccc(C)c1NC(=O)CN(C)CCc1ccccc1	2	5	11	9	3	·	·	5	9	-19	-16
Cc1ccc(NC(=O)CCOc2ccccc2C)cc1C	-17	21	-74	-111	-3	4	-37	-20	-35	-34	-5
Cc1cc(C(=O)Nc2ccccc2N2CCOCC2)c(C)o1	-2	-10	0	14	-9	3	10	3	-2	-22	24
Cc1ccc(-c2nc3ncccc3o2)cc1NC(=S)NC(=O)c1ccco1	5	12	24	-27	-24	-2	-5	-11	-24	-25	-3
O=C(Nc1ccc2c(c1)OCO2)N1CCN(c2ncccn2)CC1	-5	12	-46	-69	-36	0	-21	13	-31	-23	-12
Cc1ccc(C(=O)CC(C(=O)O)P(=O)(c2ccccc2)c2ccccc2)cc1 (configuration not stated)	12	-6	20	6	3	0	-15	-3	-8	-46	-1
CCOc1ccc(C(C(=O)NC2CCCCC2)N(C(=O)c2ccco2)c2ccc(-n3cnnn3)c(C)c2)cc1 (configuration not stated)	-14	3	21	19	9	0	-9	-7	12	-24	-12
C#CCOC(=O)CCCC(=O)Nc1ccccc1OC	0	-3	7	9	-5	2	1	-25	0	-19	-1
CCN(CC)c1ccc(NC(=O)/C=C/c2cc(Br)ccc2OC)cc1	19	9	11	6	-16	4	0	-1	-6	-10	2

(next part)
SMILES	C8 TRAIL sens	KKLEB tox	Peg3 promoter	HIF-2a inh	Shn3 3UTR inh	NR2E3 ag-1	TRPM1 prom inh	TWEAK-Fn14 inh	TROY NFkB inh	NR2E3 ag-2	CF NFkB block
CCOc1ccc(S(=O)(=O)N2CCCCC2)cc1NC(=O)CC1OC(=O)c2ccccc21 (configuration not stated)	-10	6	7	5	-14	-2	-8	0	11	-8	-5
Cc1cc(NC(=O)CN(C)CCOc2ccccc2)ccc1Br	-26	6	11	-30	1	0	4	-20	3	1	-7
COCCNC(=O)C1CCCN(C(=O)c2cc(-c3cccs3)oc2C)CC1 (configuration not stated)	8	11	-9	13	5	·	·	-5	2	20	-22
COc1ccc(NC(=O)N(C)C[C@H]2Oc3ccc(NS(=O)(=O)c4cccs4)cc3C(=O)N([C@H](C)CO)C[C@@H]2C)cc1	3	-5	2	4	-5	·	-8	0	6	18	-3

Source: PubChem (several laboratories)

An excerpt, so the mix of outcomes need not match the whole.
